PP1 inh – PP1-alpha phosphatase inhibitors, primary screen, counter-screen for PP5 inhibitor project, biochemical, fluorescence, OMFP substrate, single point | hit rate 0.9% among 320,000 | Serine/threonine-protein phosphatase PP1-alpha catalytic subunit (Homo sapiens), P62136 | inhibition, % at 6.7 µM | purified PP1alpha;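 active = inhibition above the mean inhibition of all tested compounds plus 3 SD, computed separately for each screening campaign, cut at about 15% in these data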
proCasp7 act – procaspase-7 activators, primary screen, counter-screen for procaspase-3 activator project, biochemical, absorbance, HTS, human; Caspase-7 (Homo sapiens), P55210; recombinant procaspase-7, Ac-DEVD-pNA absorbance 405 nm; D23A/D198A/D206A triple mutant, cannot self-cleave; scale: DMSO 0, 5 µM enzyme 100; activation, % at 8.5 µM; hit rate 0.093% among 330,000; AID 463210, 2010;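 active = percent activation above the screen-wide mean plus 3 SD, cut at about 25% in these data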
Target sequence (P55210 whole entry D23A/D198A/D206A): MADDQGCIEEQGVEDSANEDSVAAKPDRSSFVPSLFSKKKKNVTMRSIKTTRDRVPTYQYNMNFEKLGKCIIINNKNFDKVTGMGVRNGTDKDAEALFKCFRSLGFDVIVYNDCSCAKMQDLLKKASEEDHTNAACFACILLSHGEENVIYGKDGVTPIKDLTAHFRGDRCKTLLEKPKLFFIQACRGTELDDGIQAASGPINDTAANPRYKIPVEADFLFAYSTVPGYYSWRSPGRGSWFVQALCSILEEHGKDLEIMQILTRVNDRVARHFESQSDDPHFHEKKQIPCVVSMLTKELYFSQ
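System: Uncleavable procaspase-7 mutant enzyme; Amount: 2 µM procaspase-7 mutant as dispensed; Schedule: 1 h compound preincubation, 2 h substrate cleavage, 25 °C; Measured by: 405 nm absorbance of p-nitroaniline; Evaluation: percent activation from buffer-corrected 0–120 min absorbance change; Control set: low DMSO alone, high DMSO plus 5 µM PC-7.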
PP5 inh – PP5 phosphatase inhibitors, primary screen, biochemical, fluorescence. inhibition, % at 6.7 µM. purified PP5c, OMFP substrate fluorescence. Serine/threonine-protein phosphatase 5 (Homo sapiens), P53041. hit rate 0.18% among 320,000;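 active = inhibition above the campaign's mean inhibition across all tested compounds plus 3 SD, cut at about 9.5% in these data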;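 note: 0% = DMSO only and 100% = 100 µM cantharidin control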
Target sequence (P53041 whole entry, looked up): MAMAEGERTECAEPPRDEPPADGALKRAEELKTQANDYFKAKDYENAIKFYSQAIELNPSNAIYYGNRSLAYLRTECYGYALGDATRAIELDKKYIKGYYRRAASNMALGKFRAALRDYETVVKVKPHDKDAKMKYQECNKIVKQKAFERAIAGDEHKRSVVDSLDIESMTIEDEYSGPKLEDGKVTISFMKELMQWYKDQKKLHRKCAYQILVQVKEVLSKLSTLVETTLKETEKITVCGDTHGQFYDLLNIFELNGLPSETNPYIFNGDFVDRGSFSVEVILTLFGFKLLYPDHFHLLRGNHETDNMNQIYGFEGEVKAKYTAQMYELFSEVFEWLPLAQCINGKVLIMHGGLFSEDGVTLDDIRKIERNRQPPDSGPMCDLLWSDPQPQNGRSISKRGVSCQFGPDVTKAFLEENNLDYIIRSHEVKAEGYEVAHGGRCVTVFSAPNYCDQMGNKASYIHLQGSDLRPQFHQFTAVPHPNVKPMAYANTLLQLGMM
TPT1 inh – Candida albicans TPT1 enzyme inhibitors, primary screen, biochemical, fluorescence polarization; recombinant caTPT1, FP RNA substrate dephosphorylation; inhibition, % at 5 µM; AID 1962, 2009; tRNA 2'-phosphotransferase TPT1 (Candida albicans SC5314); hit rate 0.81% among 300,000;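 active = inhibition above the mean of all tested compounds plus 3 SD, set per screening campaign, cut at about 24% in these data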;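 note: plate controls were DMSO alone for no effect and ferristatin control at 100 nM for full effect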
PAFAH2 inh – PAFAH2 enzyme inhibitors, primary screen, biochemical, fluorescence polarization, human; AID 492956, 2010; inhibition, % at 3.39 µM; hit rate 0.99% among 340,000; Platelet-activating factor acetylhydrolase 2, cytoplasmic (Homo sapiens), Q99487; recombinant PAFAH2, FP-rhodamine activity probe;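 active = inhibition above the mean over all tested compounds plus 3 SD, cut at about 30% in these data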;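 note: inhibitors block probe labeling of enzyme so polarization drops; 0% = enzyme with DMSO and 100% = wells lacking PAFAH2 protein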
Fh CTSL1 inh – Fasciola hepatica cathepsin L1 inhibitors, primary screen, counter-screen for PFM18AAP inhibitor project, biochemical, QFRET, fluorogenic peptide substrate | hit rate 0.49% among 300,000 | recombinant F. hepatica cathepsin L1, Z-Leu-Arg-MCA fluorescence | AID 1906, 2009 | inhibition, % at 5.96 µM;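 active = inhibition above the mean of all tested compounds plus 3 SD, set per screening campaign, cut at about 17% in these data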;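 note: 0% = plate median of test compound wells and 100% = 1 µM Z-Phe-Ala-diazomethylketone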
core dimer inh – inhibitors of HCV core protein dimerization, primary screen, biochemical, TR-FRET, high-throughput. TR-FRET GST/Flag-core106 dimerization, 1536-well. inhibition, % at 5 µM. hit rate 0.33% among 300,000;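 active = inhibition above the mean of all tested compounds plus 3 SD, set per screening campaign, cut at about 45% in these data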
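System – GST-tagged and Flag-tagged HCV core protein residues 1-106 · Repeats – one well for each compound · Technique – TR-FRET 671 and 617 nm emission · Doses – one concentration, 5 µM, in 0.5% DMSO · Times – 4 h, 22.5 °C incubation · Also added – Eu donor and XL665 acceptor anti-tag antibodies · Measure – percent inhibition of core106 dimerization signal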
AHR activator – AHR activators, primary screen, cell-based, luminescence, luciferase reporter, human. Aryl hydrocarbon receptor (Homo sapiens), P35869. activation, % at 5 µM. hit rate 2.5% among 320,000. AHR-responsive luciferase reporter cells; in the data active = activation above about 47%;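 note: 0% = vehicle wells and 100% = reference agonist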
procasp3 activ – activators of human procaspase-3 D3A mutant, primary screen, biochemical, absorbance, PC-3 D3A mutant, single concentration; Caspase-3 (Homo sapiens), P42574; recombinant procaspase-3 D3A, Ac-DEVD-pNA absorbance 405 nm; activation, % at 8.5 µM; hit rate 0.11% among 330,000; AID 463141, 2010;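 active = activation above the mean of all tested compounds plus 3 SD, cut at about 21% in these data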;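 note: 0% = DMSO alone and 100% = DMSO wells spiked with extra 5 µM PC-3 D3A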
Target sequence (P42574 whole entry D9A/D28A/D175A): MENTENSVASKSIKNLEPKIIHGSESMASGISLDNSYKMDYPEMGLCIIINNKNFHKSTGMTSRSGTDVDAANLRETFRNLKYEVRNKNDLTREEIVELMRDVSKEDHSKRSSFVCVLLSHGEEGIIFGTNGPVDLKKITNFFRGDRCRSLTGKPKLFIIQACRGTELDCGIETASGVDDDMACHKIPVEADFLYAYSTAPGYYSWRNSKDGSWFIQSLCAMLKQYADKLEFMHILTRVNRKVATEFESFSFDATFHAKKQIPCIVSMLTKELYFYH
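Assay system – Procaspase-3 D3A mutant · Benchmarks – DMSO low control, extra-enzyme high control · Technique – 405 nm absorbance of p-nitroaniline, reads at 0 and 120 min · Doses – 8.5 µM nominal · Measure – % activation between DMSO and enzyme-spiked controls · Also added – Ac-DEVD-pNA chromogenic peptide substrate · Schedule – 1 h compound preincubation, 2 h substrate hydrolysis at 25 °C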
Numbers without * were called inactive; nt = no result given.

Abbreviations: A = PP1 inh; B = proCasp7 act; C = PP5 inh; D = TPT1 inh; E = PAFAH2 inh; F = Fh CTSL1 inh; G = core dimer inh; H = AHR activator; I = procasp3 activ
Compound: O=C(Nc1ccccn1)C1CCCN1S(=O)(=O)c1ccc(Cl)cc1 (stereo not given)
  A = -4	B = -1	C = 2.1	D = -1	E = -1	F = -2	G = 2	H = 0	I = 0
Compound: CN(C)CCCN(C(=O)c1ccc(S(=O)(=O)N2CCCC2)cc1)c1nc2ccc(Br)cc2s1
  A = 0	B = -5	C = 0.3	D = 1	E = -2	F = -4	G = -4	H = -8	I = -2
Compound: COc1ccccc1-c1nnc2sc(C3CCCCC3)nn12
  A = 4	B = 12	C = 1.1	D = -3	E = -8	F = 2	G = 2	H = 5	I = 3
Compound: CC1=CC(C)(C)N2C(=O)C3(SCC(=O)N3c3ccc(F)cc3)c3cc(C)cc1c32 (stereo not given)
  A = -3	B = 0	C = 4.7	D = 1	E = 3	F = -4	G = 3	H = 4	I = 2
Compound: COC(=O)CN1C(=O)[C@H]2[C@@H](c3ccc(C)o3)N3C(=O)CN(Cc4ccccn4)C(=O)[C@@]3(Cc3ccccc3)[C@H]2C1=O
  A = -6	B = 1	C = -2.4	D = 1	E = 5	F = 0	G = -8	H = 5	I = -3
Compound: O=C1C2C3c4ccccc4C(c4ccccc43)C2C(=O)N1Cc1ccco1 (stereo not given)
  A = -5	B = 6	C = 2.5	D = -2	E = -4	F = -5	G = 7	H = 0	I = -5
Compound: COc1ccc(CCN2C(=O)C3C4C=CC(C5CC45)C3C2=O)cc1OC (stereo not given)
  A = -4	B = -4	C = -1.4	D = 0	E = -5	F = -3	G = -5	H = 5	I = 6
Compound: CCC(Sc1nnc(-c2ccco2)n1C)C(=O)Nc1nnc(C)s1 (stereo not given)
  A = -1	B = 10	C = -0.3	D = 0	E = -9	F = 0	G = -11	H = -2	I = -4
Compound: O=C(COc1ccccc1)Nc1ncc2c(n1)CCCC2=O
  A = -1	B = 2	C = 1.8	D = 2	E = -1	F = -2	G = 2	H = 7	I = -2
Compound: CCOc1ccccc1N(CC(=O)NCCOC)C(=O)CCC(=O)Nc1ccccn1
  A = -3	B = -6	C = 3.7	D = 5	E = 1	F = 1	G = -4	H = 6	I = -6
Compound: COc1ccc(-n2nnc3c(SCC(=O)NCc4ccco4)ncnc32)cc1
  A = 0	B = 10	C = 0.1	D = 3	E = -6	F = 1	G = 10	H = 0	I = -2
Compound: CCCOc1ccc(CN2CCOCC2)cc1OC
  A = -3	B = -5	C = 0.2	D = 1	E = -2	F = -1	G = -3	H = 3	I = 2
Compound: COCC(=O)N1CCCC(C(=O)c2ccc(-c3ccccc3)cc2)C1 (stereo not given)
  A = 0	B = 4	C = 1.4	D = -1	E = 5	F = -2	G = 2	H = 7	I = 3
Compound: CC1CN(S(=O)(=O)c2cccc(C(=O)Nc3ccccc3N3CCCC3)c2)CC(C)O1 (stereo not given)
  A = -1	B = -1	C = 0.8	D = -2	E = 0	F = 2	G = -4	H = 0	I = -5
Compound: O=C(NCCOc1ccccc1)c1ccccc1[N+](=O)[O-]
  A = -4	B = 1	C = -1.6	D = 1	E = -1	F = -3	G = -4	H = 3	I = -2
Compound: Cc1ccc(C(=O)Nc2c(C)n(C)n(-c3ccccc3)c2=O)cc1S(=O)(=O)N1CCOCC1
  A = -3	B = 4	C = -1.9	D = -2	E = 3	F = 4	G = 2	H = 1	I = 5
Compound: COc1ccc(C(=O)NCN2CCN(c3ccccc3)CC2)cc1OC
  A = -2	B = -4	C = 1.8	D = nt	E = -5	F = nt	G = nt	H = -1	I = -4
Compound: COc1cc(C2NC(=S)NC(C)=C2C(=O)Nc2cc(C)cc(C)c2)ccc1O (stereo not given)
  A = -7	B = -6	C = -2.5	D = 3	E = 4	F = -2	G = -2	H = 5	I = -3
Compound: O=C(Nc1ccc(Cl)cc1Cl)C1CCCO1 (stereo not given)
  A = 1	B = -4	C = 2.8	D = -2	E = 0	F = 2	G = 7	H = -2	I = 1
Compound: CCCN(CCC)c1nc2ccccc2nc1C(C#N)C(=O)OC(C)COC (stereo not given)
  A = 1	B = -18	C = 4.3	D = 21	E = nt	F = -1	G = 12	H = 4	I = -10
Compound: CCc1ccc(N(CC(=O)NCc2ccc(F)cc2)C(=O)c2csnn2)cc1
  A = -11	B = 6	C = 0.5	D = 3	E = 4	F = -1	G = 0	H = 3	I = 0
Compound: COc1ccc(CCNC(=O)CNS(=O)(=O)c2ccc(F)c(Cl)c2)cc1OC
  A = 6	B = 4	C = -4.5	D = -1	E = 12	F = -4	G = -6	H = 2	I = -5
Compound: CCOC(=O)C(Cc1ccccc1)C(=O)Nc1ccc(N(CC)CC)cc1 (stereo not given)
  A = -1	B = -3	C = 2.2	D = 1	E = 1	F = 1	G = 1	H = -1	I = 3
Compound: COc1ccc2nc(SCC(=O)NC(C)(C)C)[nH]c2c1
  A = 13	B = 5	C = -1.6	D = 2	E = 4	F = -1	G = 0	H = 4	I = 2
Compound: CCCCCCC(C)OC(=O)Nc1cccc2ccccc12 (stereo not given)
  A = -1	B = 6	C = 2.1	D = 2	E = 0	F = 5	G = 3	H = 2	I = -8

Just proCasp7 act, PAFAH2 inh and procasp3 activ (2 entries from above):
smiles,proCasp7 act,PAFAH2 inh,procasp3 activ
CCOc1ccccc1N(CC(=O)NCCOC)C(=O)CCC(=O)Nc1ccccn1,-6,1,-6
COc1ccc(-n2nnc3c(SCC(=O)NCc4ccco4)ncnc32)cc1,10,-6,-2

The results go on.
Abbreviations: A = PP1 inh; B = proCasp7 act; C = PP5 inh; D = TPT1 inh; E = PAFAH2 inh; F = Fh CTSL1 inh; G = core dimer inh; H = AHR activator; I = procasp3 activ
Compound: O=C(Nc1ccc(-c2nc3cccnc3s2)cc1)c1ccco1
  A = -6	B = 6	C = 4.2	D = 6	E = 1	F = 3	G = 33	H = 37	I = -10
Compound: O=C(NCCCn1ccnc1)c1cc(-c2ccccc2)on1
  A = -5	B = 2	C = -1.8	D = -1	E = -6	F = 2	G = -7	H = 168*	I = 11
Compound: CN(C(=O)c1cc2c(=O)n3ccccc3nc2s1)C1CCCCC1
  A = 1	B = -1	C = 3.7	D = -4	E = -1	F = 5	G = 0	H = -12	I = -5
Compound: O=C(NCc1ccccc1)c1onc(CSc2ccccc2)c1C(=O)NCc1ccccc1
  A = 7	B = 3	C = 2.7	D = -2	E = -31	F = 6	G = -16	H = 6	I = 2
Compound: Cc1cc(C)c(S(C)(=O)=O)c(NN)n1
  A = -1	B = 0	C = 1.6	D = -6	E = -1	F = -2	G = 3	H = 4	I = -6
Compound: CC(=O)NC1=NN(C(C)=O)C(c2ccco2)S1 (stereo not given)
  A = -5	B = 8	C = -0.4	D = 0	E = 9	F = 4	G = 2	H = -1	I = 4
Compound: CC(=O)NC(c1cccs1)c1cc([N+](=O)[O-])c2cccnc2c1O (stereo not given)
  A = 14	B = -7	C = 4.9	D = 4	E = 3	F = 5	G = -8	H = 10	I = -11
Compound: N#Cc1cn(CC(=O)NCc2cccnc2)c2ccccc12
  A = 3	B = 16	C = 1.3	D = 0	E = -5	F = 0	G = 0	H = 6	I = -6
Compound: Cc1nc2cc(NS(=O)(=O)c3cccc(F)c3)ccc2s1
  A = -1	B = 6	C = 1.1	D = -3	E = 5	F = 0	G = 0	H = 5	I = 12
Compound: Cn1c(=O)c2c(ncn2CC(=O)OCC(=O)Nc2ccc(F)cc2F)n(C)c1=O
  A = -3	B = 6	C = -0.7	D = nt	E = 4	F = nt	G = nt	H = 0	I = 0
Compound: COc1ccc(-n2c(SCC(=O)N3CCOCC3)nc(O)c(Cc3ccccc3)c2=O)cc1
  A = -1	B = 2	C = -0.1	D = 0	E = -3	F = 0	G = -3	H = 0	I = 3
Compound: Cc1ccc(NC(=O)COC(=O)CCc2c(C)nc3nc(N)nn3c2C)cc1C
  A = 4	B = -2	C = 2.8	D = nt	E = 0	F = nt	G = nt	H = 0	I = 8
Compound: O=C(CN(Cc1ccco1)C(=O)CNS(=O)(=O)c1ccc(Cl)cc1)NCC1CCCO1 (stereo not given)
  A = -3	B = -5	C = 1.2	D = -4	E = 5	F = -6	G = -5	H = 0	I = 3
Compound: Cc1nc(C(=O)N(C)C)nn1-c1ccc([N+](=O)[O-])cc1
  A = -2	B = 9	C = -0.5	D = 2	E = 3	F = 0	G = 2	H = 0	I = 5
Compound: CCOC(=O)NC(=O)/C(C#N)=C\c1ccccc1
  A = -5	B = -2	C = -0.2	D = -2	E = -8	F = 0	G = 6	H = -4	I = -9
Compound: COc1ccc(/C=C(\NC(=O)c2cccs2)C(=O)NC(C)(C)C)cc1OC
  A = 1	B = -1	C = 2.4	D = -2	E = -4	F = -4	G = -8	H = 2	I = 0
Compound: O=C(NC(=S)N(Cc1ccccc1)Cc1ccccc1)c1ccccc1F
  A = -2	B = -3	C = 1.7	D = 0	E = -8	F = 0	G = 5	H = -1	I = -11
Compound: Cn1c(SCC(=O)NNC(=O)c2ccccc2)nnc1C(F)(F)F
  A = 0	B = 2	C = -1.3	D = nt	E = -7	F = nt	G = nt	H = 0	I = 6
Compound: CCOC(=O)C1(CC2CCCCO2)CCN(C(=O)Nc2ccccc2SC)CC1 (stereo not given)
  A = 1	B = -1	C = 2.5	D = -1	E = 2	F = -1	G = -2	H = 1	I = 6

In the list so far, 3 have a cyano group:
Abbreviations: A = PP1 inh; B = proCasp7 act; C = PP5 inh; D = TPT1 inh; E = PAFAH2 inh; F = Fh CTSL1 inh; G = core dimer inh; H = AHR activator; I = procasp3 activ
Compound: CCCN(CCC)c1nc2ccccc2nc1C(C#N)C(=O)OC(C)COC (stereo not given)
  A = 1	B = -18	C = 4.3	D = 21	E = nt	F = -1	G = 12	H = 4	I = -10
Compound: N#Cc1cn(CC(=O)NCc2cccnc2)c2ccccc12
  A = 3	B = 16	C = 1.3	D = 0	E = -5	F = 0	G = 0	H = 6	I = -6
Compound: CCOC(=O)NC(=O)/C(C#N)=C\c1ccccc1
  A = -5	B = -2	C = -0.2	D = -2	E = -8	F = 0	G = 6	H = -4	I = -9

Outcome played no part in choosing rows. Share with any hit: about 5.6%.
